NR2E3 ag-1: human photoreceptor-specific nuclear receptor agonism; AID 602229; CHO-S Gal4-NCOR/VP16-NR2E3 two-hybrid, luciferase; inhibition of corepressor binding, % at 3.98 µM; hit rate 0.35% among 360,000;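 active = inhibition above the mean of all tested compounds plus 3 SD, cut at about 70% in these data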;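 also: 0% = DMSO with NR2E3 transfected cells and 100% = cells lacking NR2E3 construct; higher means lower luciferase signal from less NR2E3 corepressor binding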
Target sequence (Q9Y5X4 whole entry, looked up, the tested form may be a part): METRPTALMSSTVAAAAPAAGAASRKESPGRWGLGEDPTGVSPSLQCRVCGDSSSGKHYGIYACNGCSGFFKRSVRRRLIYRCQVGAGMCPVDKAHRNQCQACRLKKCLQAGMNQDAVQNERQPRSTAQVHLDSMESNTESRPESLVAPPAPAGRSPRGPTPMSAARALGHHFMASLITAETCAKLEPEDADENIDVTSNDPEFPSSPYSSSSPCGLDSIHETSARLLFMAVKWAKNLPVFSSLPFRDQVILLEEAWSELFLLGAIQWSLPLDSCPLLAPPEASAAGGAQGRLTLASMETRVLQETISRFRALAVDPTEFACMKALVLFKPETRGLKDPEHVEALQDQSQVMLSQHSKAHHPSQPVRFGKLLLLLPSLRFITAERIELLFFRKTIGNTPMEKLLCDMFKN
Shn3 3UTR inh: Schnurri-3 reporter inhibition in Clone20 osteoblasts; Clone20 osteoblast Shn3 3'UTR firefly luciferase, 24 h; inhibition, % at 12.5 µM; hit rate 0.52% among 360,000; AID 588674;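 active = mean inhibition of at least 75% with every replicate also reaching 75%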;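 also: 0% = median of neutral control wells and 100% = pilot-screen positive control compound; some compounds past the cut are filed as inactive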
NR2E3 ag-2: agonists of human nuclear receptor NR2E3; Q9Y5X4; GST-NR2E3/biotin-RetCOR TR-FRET, 1536-well; inhibition of corepressor binding, % at 4.78 µM; hit rate 0.12% among 320,000; AID 2300;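 active = percent inhibition above the cutoff of mean plus 3 SD of all tested compounds, set per screening campaign, cut at about 20% in these data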;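 also: 0% = DMSO wells and 100% = biotin wells as full block of FRET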
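System: GST-tagged NR2E3 plus biotinylated RetCOR corepressor; Buffer or medium: pH 7.5 Tris-based buffer; Probe or stimulus: RetCOR corepressor, biotinylated, 7 nM; Doses: compound at 4.8 µM, single dose; Schedule: 5 h incubation at 4 °C; Technique: time-resolved FRET; Evaluation: percent inhibition of TR-FRET ratio; Replication: one well per compound, singlicate testing.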
MITF TRPM1 inh: MITF TRPM1 promoter inhibition in SK-MEL-5 cells | inhibition, % at 12.5 µM | SK-MEL-5 TRPM1 promoter luciferase, 24 h | hit rate 0.83% among 330,000;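 active = mean inhibition across replicates of 60% or more, whatever share of single replicates reaches that level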; also: values of inactives mirror those of a sister screen read the other way
LMP1 NFkB inh: inhibitors of Epstein-Barr LMP1-induced NF-kappaB reporter. LMP1-induced NF-kappaB luciferase reporter cells, luminescence. inhibition, % at 12.5 µM. hit rate 0.69% among 350,000; in the data active = inhibition above about 41%;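 also: 0% = neutral control wells and 100% = reference inhibitor control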
Peg3 prom inh: Peg3 promoter activity inhibition; HeLa PEG-Prom luciferase reporter, luminescence, overnight; inhibition, % at 20 µM; hit rate 1.7% among 360,000;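 active = inhibition of at least 50% at 20 µM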
KKLEB tox: CF airway cell cytotoxicity counter-screen. AID 602141. activity change (cytotoxicity), % at 5 µM. KKLEB CF airway cells viability, ATPlite luminescence, overnight; active compounds read low; cells stimulated with P. aeruginosa culture filtrate. hit rate 0.36% among 360,000;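 active = corrected activity change at or below -50% at 5 µM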
TRAIL sens C8: sensitizes caspase-8 expressing cells to TRAIL; NB7+C8 cells + TRAIL, ATPlite viability luminescence; inhibition (viability loss, TRAIL sensitization), % at 10 µM; hit rate 1% among 360,000;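 active = compounds causing at least 50% loss of cell viability in the single-dose screen, relative to plate controls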
CF NFkB inh: inhibitors of cystic fibrosis induced NF-kB | AID 588850 | KKLEB NF-kB-GFP reporter, PAF-induced, GFP fluorescence overnight | inhibition, % at 5 µM | hit rate 0.86% among 360,000;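 active = at least 50% inhibition at 5 µM, scaled per plate between neutral and stimulator controls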;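 also: PAF is a Pseudomonas aeruginosa culture filtrate used as stimulus; plate controls were PAF-stimulated DMSO wells for no effect and unstimulated DMSO wells for full effect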
HIF-2a inh: HIF-2a inhibition. 786-0 RCC cells HIF-2a reporter, luciferase luminescence, overnight. inhibition, % at 18.8 µM. hit rate 0.72% among 360,000;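 active = inhibition of the luminescence signal of 40% or more relative to plate controls, in a single-dose primary screen at 18.75 µM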
hiPSC survival: increases survival of single human iPS cells | hiPSC single-cell survival, ATPlite luminescence; 100% = ROCK inhibitor wells, 0% = DMSO | survival enhancement, % at 20 µM | AID 602274 | hit rate 0.044% among 360,000; in the data active = survival enhancement above about 18%;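 also: cells exposed to compounds for 16 hours before the ATP read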
* = called active by the depositor; · = not tested or not shown. A portion of the library, so the mix of outcomes need not match the whole.

SMILES | NR2E3 ag-1 | Shn3 3UTR inh | NR2E3 ag-2 | MITF TRPM1 inh | LMP1 NFkB inh | Peg3 prom inh | KKLEB tox | TRAIL sens C8 | CF NFkB inh | HIF-2a inh | hiPSC survival
CCCN(C(=O)c1cccc(-n2cccc2)c1)c1c(N)n(Cc2ccccc2)c(=O)[nH]c1=O | -25.9 | -3.7 | -1.8 | 2.2 | -6.3 | 12.2 | -11.9 | -14.1 | -9.9 | 15.3 | 0.1
COCCn1nnnc1C(c1ccccc1)N1CCN(c2ccccc2)CC1 (configuration not stated) | -15.8 | -10.5 | 4.1 | -4.3 | 2.3 | 14.4 | 7.9 | -1.3 | 4.9 | -7.0 | -2.6
Cc1ccc(N=Cc2cc(Cl)cc(Cl)c2O)nc1 | -2.7 | 2.8 | 1.0 | 2.5 | -7.2 | -3.8 | 12.9 | 4.2 | 8.5 | -5.8 | 1.9
Cc1nn(CC(=O)NCCCN2CCCC2)c(=O)c2nn(-c3ccccc3)c(C)c12 | -23.1 | -11.8 | 0.6 | 15.9 | -0.9 | -5.2 | 23.4 | 11.2 | -26.6 | 6.5 | 0.3
OCC[C@H]1C[C@H](O)[C@@H](O)[C@@]2(CCc3ccccc3CO2)O1 | -11.2 | -2.8 | 3.8 | 3.4 | 1.9 | -8.4 | 0.7 | -23.0 | 3.5 | -10.0 | 0.7
Cc1cc(Cl)ccc1OCC(=O)NNC(=O)c1ccco1 | 2.9 | -4.7 | -3.6 | -25.7 | -12.3 | -89.4 | -7.6 | 4.3 | 7.8 | -109.6 | 0.4
COc1ccc(CN(C(=O)c2snc(C(N)=O)c2N)C(CC(C)C)C(=O)NC2CCCCC2)cc1 (configuration not stated) | 0.7 | 9.4 | -0.7 | -7.1 | -5.8 | 21.7 | -3.1 | -5.6 | 3.2 | 26.4 | 0.2
COc1cc(CC(=O)Nc2ncc(C)s2)cc(OC)c1OC | -11.6 | -4.7 | 1.8 | -6.0 | -7.3 | 17.5 | 0.5 | 11.3 | -1.6 | 7.0 | 1.8
CCOC(=O)CSCC(=O)N1N=C(c2cccs2)CC1c1ccc(F)cc1 (configuration not stated) | -24.3 | -12.6 | -4.4 | -4.0 | -9.7 | 8.2 | 1.7 | -2.6 | 7.9 | 6.5 | 0.0
O=C(c1ccccn1)c1ncc(C(F)(F)F)cc1Cl | -13.6 | -32.7 | 3.4 | -3.8 | 2.2 | -7.4 | -8.1 | 5.2 | 14.5 | 4.2 | -1.9
Fc1ccc(N2CCN(C(c3cccs3)c3nnnn3CCc3ccccc3)CC2)cc1 (configuration not stated) | 3.0 | 35.8 | 2.1 | 12.9 | 8.7 | 20.1 | 7.4 | -2.8 | 11.4 | 15.2 | -0.7
COC(=O)N(C)C[C@@H]1OCc2ccccc2-c2c(n(C)c3ccccc23)C(=O)N([C@H](C)CO)C[C@@H]1C | -17.5 | -9.3 | · | · | -15.9 | -0.3 | -3.1 | -3.4 | 0.9 | 10.0 | -0.2
Clc1ccc(OCc2nn3c(C4CCCCC4)nnc3s2)c(Cl)c1 | -2.0 | -5.7 | 6.0 | 6.1 | 8.9 | 7.0 | 13.0 | 25.4 | 0.6 | 14.5 | -1.5
O=S1(=O)C[C@@H](N2CCCC2)[C@H](COCc2ccccc2)N1 | -2.4 | 5.3 | · | · | · | 13.6 | -3.5 | -23.4 | -7.1 | 8.3 | -1.8
O=C1CSC2=NCN(c3ccccc3)CN12 | -15.6 | -1.1 | 3.7 | -18.8 | 6.9 | -6.2 | -6.4 | 19.1 | -7.3 | 8.2 | -1.0
CC(=O)Nc1nc(N(C)C)nc(N(C)C)n1 | -1.5 | -29.0 | -1.8 | 4.8 | -6.4 | 4.9 | -12.8 | -1.2 | 15.8 | 3.5 | -0.5
Fc1ccc(C2CC(c3cccs3)=NN2C(=S)Nc2ccccc2)cc1 (configuration not stated) | -8.9 | 5.5 | -5.2 | 11.9 | 0.7 | 10.5 | -3.7 | -0.3 | 6.5 | -12.4 | 1.7
COc1cc(C(=S)N2CCOCC2)cc(Br)c1OS(=O)(=O)c1ccccc1 | -28.5 | 1.2 | 0.3 | 6.8 | 1.1 | 9.2 | -13.3 | -2.7 | -6.7 | 5.8 | 1.7
COc1ccccc1C(CNC(=O)c1cccc(S(=O)(=O)Nc2ccc(C)cc2)c1)N1CCCC1 (configuration not stated) | -9.3 | 12.4 | 3.5 | -11.1 | -9.9 | -1.0 | -18.0 | 3.3 | -0.3 | 16.9 | -0.5
Cn1c(=O)n(C)c2cc(C(=O)Nc3ccc4c(c3)OCO4)ccc21 | 27.7 | -83.7 | -0.9 | 38.1 | -0.7 | -15.4 | 1.4 | 23.2 | -14.0 | -271.9 | -4.2
CCNC(=S)N1CCN(CC)CC1 | -16.8 | -16.0 | 1.8 | 9.7 | 2.8 | 11.2 | -0.1 | -33.7 | 5.7 | 16.4 | -0.5
Cc1ccc(C(=O)N/N=C/c2cn(Cc3ccccc3)c3ccccc23)cn1 | -2.1 | 24.1 | 0.6 | 3.4 | 11.6 | 1.4 | 0.4 | 30.4 | -24.3 | -57.0 | 0.6
Nc1ccc(C#Cc2ccccc2)cc1 | -66.8 | -8.8 | -0.7 | 19.1 | -17.2 | -222.9 | 0.5 | -3.7 | 4.9 | -66.7 | -1.9
N=c1sccn1CC(=O)N1CCc2ccccc21 | -18.3 | 2.7 | 0.2 | 2.4 | 0.0 | 8.3 | -0.8 | -6.8 | -5.7 | 4.6 | -1.9
Cc1c(CCOC(=O)CC23CC4CC(CC(C4)C2)C3)sc[n+]1CC(=O)c1ccc(Br)cc1 | -15.4 | 93.7* | 0.1 | 6.9 | 0.0 | 48.8 | -8.5 | 14.8 | 11.0 | 1.0 | -1.7
O=C(NCCN1CCOCC1)c1ccc(Cl)c(S(=O)(=O)N2CCCCC2)c1 | -65.6 | 1.8 | 2.9 | 8.9 | 5.6 | 8.9 | 0.7 | 3.3 | 8.0 | 9.6 | -0.3
COc1ccc(NC(=O)c2ccc(NCCN3C(=O)CCC3=O)c([N+](=O)[O-])c2)cc1 | -7.0 | -22.6 | 2.2 | -0.2 | 1.1 | 2.6 | 2.1 | 8.0 | 6.9 | 9.3 | 1.0
Cn1c(Cn2c(=O)sc3ccccc32)nnc1SCc1ccccc1 | -23.0 | 7.4 | 2.1 | 3.7 | 2.3 | -6.0 | -11.7 | -11.3 | 9.1 | 9.3 | -1.4
COC(=O)c1csc(C2OC(CO)C(O)C2O)n1 (configuration not stated) | 19.1 | -0.1 | · | · | -3.1 | 4.2 | 2.0 | -13.7 | -2.6 | 3.9 | -0.5
O=C(O)CCNC(=O)c1ccc(NC(=O)Cc2ccc(Cl)cc2)cc1 | 23.5 | 14.2 | 1.3 | -0.9 | -14.5 | 0.5 | -6.0 | -3.1 | 0.3 | -5.6 | -0.3
Cc1ccc(-c2cc(NC(=O)c3ccccc3[N+](=O)[O-])n[nH]2)cc1 | -11.8 | -45.8 | -0.3 | -32.8 | -3.6 | -72.5 | 3.7 | -5.9 | -15.7 | -95.5 | -0.5
CCCc1cc(C(=O)OC)c2ccccc2n1 | -18.6 | 11.2 | -1.1 | 2.5 | -4.9 | -11.4 | -7.2 | -3.5 | 13.8 | 4.5 | 1.5
Cc1ccc(S(=O)(=O)N2CCC(C(=O)NC3CCCCC3C)CC2)cc1 (configuration not stated) | -21.9 | 0.0 | 0.1 | -4.1 | -5.1 | 2.7 | -2.9 | -18.8 | 1.4 | 5.5 | -0.1
Cc1occc1C(=O)N/N=C/c1ccc(-c2ccccc2)cc1 | -103.4 | -52.0 | 4.6 | -35.5 | -39.8 | -167.0 | -8.9 | 35.3 | -22.0 | -132.9 | -0.6
O=CN(Cc1ccccc1)c1cc([N+](=O)[O-])ccc1OCc1ccccc1 | 3.9 | 11.3 | · | 5.4 | -8.3 | -0.1 | 0.6 | 13.9 | -11.4 | -13.4 | 3.2
Clc1nnc(N/N=C/c2ccccc2)c2ccccc12 | -49.4 | -62.0 | -0.7 | -11.1 | -15.5 | -231.8 | -14.8 | 43.4 | -27.3 | -267.1 | -2.3
CCn1c(CSc2ncccn2)nnc1SCC(=O)N1CCc2ccccc21 | -14.4 | -0.5 | 3.1 | 10.5 | -4.8 | 13.5 | -20.6 | 2.6 | 7.2 | 2.0 | -1.1
O=c1cc(N2CCCC2)c(-c2ccccc2)n[nH]1 | -14.0 | -4.7 | 0.7 | 6.8 | 2.0 | 10.1 | 3.4 | -17.5 | 10.7 | 15.5 | -1.3
CNc1ccc(Br)cc1C(O)c1ccccc1 (configuration not stated) | -14.6 | -13.2 | 1.0 | -1.5 | -1.6 | 15.0 | 0.5 | 27.0 | 4.1 | 21.0 | -0.2
O=C(Nc1ccc(N2CCOCC2)cc1)NC1CCCCC1 | -37.6 | -27.1 | -3.0 | -33.1 | -6.4 | -62.4 | 13.3 | 15.2 | -2.9 | -120.5 | -0.6
COc1ccccc1COC(=O)c1ccc(S(=O)(=O)N2CCOCC2)cc1 | -14.9 | 6.8 | -0.1 | -5.2 | 1.2 | 4.7 | -16.6 | -0.5 | 20.5 | -12.9 | -0.5
COc1cc(/C=C2/C(=N)N3C(=NC2=O)SN=C3S(=O)(=O)C(C)C)ccc1OC(=O)c1ccco1 | -10.4 | -6.2 | -2.2 | -7.3 | -11.8 | -5.7 | 19.0 | 6.8 | -29.2 | 6.8 | -0.1
Cn1c(SCC(=O)N2CCN(c3ccccc3)CC2)nnc1-c1cc2ccccc2o1 | -14.8 | 6.6 | -0.2 | 4.4 | 9.7 | 5.5 | 7.6 | -1.2 | -5.1 | -21.4 | -3.2
O=C(Cc1ccc(-n2c(=O)[nH]c3ccccc3c2=O)cc1)N1CCN(c2ccccc2)CC1 | -32.4 | 12.5 | -4.5 | 6.8 | 0.5 | 9.0 | 4.3 | -5.8 | -28.0 | 21.7 | -2.0
CCN1CCN(CCCNC(=O)c2ccc3c(c2)N(Cc2ccccc2)CCS3)CC1 | -2.7 | 6.6 | -1.6 | -6.5 | -1.9 | -2.5 | 1.3 | -5.1 | 18.0 | 7.7 | -0.6
CN(C(=O)c1cccnc1)c1nnc(-c2cccnc2)s1 | -21.1 | 4.1 | -0.7 | -25.5 | -2.8 | -6.7 | 5.2 | -8.4 | -3.8 | -6.5 | 1.3
O=C(Nc1ccc2c(c1)CCC2)c1cc(S(=O)(=O)Nc2ccc(F)cc2)c(Cl)cc1Cl | -30.5 | -16.0 | 2.9 | -0.1 | -1.9 | 1.6 | 10.0 | 8.2 | -7.3 | -42.9 | 2.1

Screening results: PubChem BioAssay, several laboratories
